MEKK2wt PB1 HTS – raises or lowers MEK5 binding to wildtype human MEKK2 PB1 domain | Q9Y2U5 | bead flow cytometry, Alexa488-MEK5 binding to MEKK2 WT; actives lie on both sides | binding response (% of control), % at 10 µM | 290,000 compounds, 1.1% hits | AID 1531; in the data active means binding response below about 67% or above about 130%
PfM18AAP inh – PfM18AAP enzyme inhibition; inhibition, % at 7.35 µM; recombinant PfM18AAP, H-Glu-NHMec fluorogenic cleavage; 290,000 compounds, 1.2% hits;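 active means inhibition above the campaign mean inhibition over all tested compounds plus 3 SD, cut at about 28% in these data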;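 further: 0% = plate median of test compound wells and 100% = 2 mM ZnCl2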
MEKK2 mut-MEK5 – signal of MEK5 binding to mutant human MEKK2 PB1 domain; bead flow cytometry, Alexa488-MEK5 binding to MEKK2 mutant; percent response, % at 10 µM; 290,000 compounds, 0.35% hits; in the data active means percent response above about 24%, passing the limit was not always enough; further: inactives centre near 1; some results filed as inactive read as strong as hits
IMP-1 inh – inhibitors of Pseudomonas aeruginosa IMP-1 metallo-beta-lactamase; AID 1556; purified IMP-1, nitrocefin hydrolysis, epi-absorbance fluorescence; inhibition, % at 5.6 µM; 290,000 compounds, 0.45% hits;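 active means inhibition above the mean plus 3 SD of all compounds in the same screening run, cut at about 4.5% in these data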;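 further: 0% = IMP-1 with DMSO and 100% = DMSO wells lacking enzyme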
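system = purified recombinant IMP-1 beta-lactamase | amount = 0.2 nM IMP-1, as dispensed | medium = HEPES buffer pH 7.1 with ZnSO4 and Brij 35 | times = 25 °C, 15 min preincubation, 25 min reaction | detection = plate fluorescence quenching by hydrolysis product, ex 480/em 530 nm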
FID counter – displaces DNA intercalator in HCV helicase counter-screen; DNA fluorescent intercalator displacement, fluorescence; inhibition, % at 7.9 µM; 290,000 compounds, 0.17% hits; AID 1845; in the data active means inhibition above about 37%;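 further: 0% = vehicle and 100% = reference compound; higher means more ethidium bromide displaced from hairpin DNA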
VIM-2 inhibitor – blocks Pseudomonas aeruginosa VIM-2 metallo-beta-lactamase. 290,000 compounds, 0.89% hits. inhibition, % at 5.6 µM. purified VIM-2, nitrocefin hydrolysis, epi-absorbance fluorescence;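 active means inhibition above the mean of all tested compounds plus 3 SD, cutoff set per screening run, cut at about 7.5% in these data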;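 further: red hydrolysis product quenches plate fluorescence so inhibitors raise well fluorescence; 0% = enzyme with DMSO and 100% = DMSO without enzyme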
HCV NS3 hel inh – HCV NS3 helicase inhibition. NS3 helicase DNA unwinding, Cy5 molecular beacon fluorescence. inhibition, % at 10.9 µM. 290,000 compounds, 0.56% hits. AID 1800;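 active means inhibition above the mean of all tested compounds plus 3 SD, set per campaign, cut at about 35% in these data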;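 further: 0% = DMSO wells and 100% = thioflavine S control wells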
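System: Hepatitis C virus NS3 helicase domain fragment enzyme | Reagent: Annealed dual-labelled DNA beacon duplex, ATP-started | Compound dosing: 10.9 µM single point, 0.8% DMSO | Incubation: 1 h reaction at 25 °C, ATP-initiated | Technique: Cy5 fluorescence | Evaluation: Percent inhibition from t60/t0 fluorescence ratio | Benchmarks: Low DMSO, high thioflavine S at 110 µM | Replication: Singlicate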
UBC9 SUMO inh – SUMOylation inhibition. P63279. HTRF SUMOylation assay, SAE1/SAE2 + UBC9, in vitro. inhibition, % at 35 µM. 290,000 compounds, 0.36% hits. AID 2006; in the data active means inhibition above about 50%, passing the limit was not always enough; further: strong numbers were not always called active
Target sequence (P63279 whole entry, looked up): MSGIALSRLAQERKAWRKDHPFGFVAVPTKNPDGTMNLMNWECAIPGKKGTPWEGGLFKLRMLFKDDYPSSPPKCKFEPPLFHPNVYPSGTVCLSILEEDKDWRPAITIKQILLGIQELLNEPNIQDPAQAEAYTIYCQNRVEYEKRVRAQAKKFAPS
NALP1 inh – inhibitors of NALP1 inflammasome in yeast. S. cerevisiae NALP1/ASC/caspase-1 growth, X-gal OD620, 72 h. inhibition, % at 10 µM. 280,000 compounds, 0.61% hits. AID 2071; in the data active means inhibition mostly above about 24%, no sharp cut-off; inactive means mostly below about 32%; further: some compounds called inactive have numbers as strong as hits
Starred values were filed as active, the others as inactive; · = no result given; [ ] = remark or other dose.

molecule,NALP1 inh,VIM-2 inhibitor,MEKK2 mut-MEK5,FID counter,HCV NS3 hel inh,PfM18AAP inh,IMP-1 inh,MEKK2wt PB1 HTS,UBC9 SUMO inh
CC(C)C(O)(C#CCN1CCCC1)c1ccccc1 (stereo not drawn),12,-0.3,-6,5,1,-9,1.1,106,21
O=C(Nc1ccccc1OC(F)F)c1oc2ccccc2c1COc1ccccc1,27,-1.8,-1,-1,-8,-16,-2.0,101,21
COc1cccc(-n2c(SCC(=O)Nc3cc(C)on3)nc3c([nH]c4ccccc43)c2=O)c1,15,-3.9,6,-11,5,1,-6.6,104,1
CC(C)CCNC(=O)/C=C/c1ccc(Br)cc1,28,-3.3,-15,-20,12,1,-0.9,2.0*[inhibitor],16
Fc1ccc2[nH]c3c(c2c1)CN(C(=S)NCc1ccccc1)CC3,10,-0.9,7,11,-6,1,-0.2,110,-8
CCCCC(CC)C(=O)Oc1ccc(O)c(C(C)(C)C)c1 (stereo not drawn),36,-3.3,-3,-16,-2,2,-1.5,106,-10
O=C(Nc1ccc(SC(F)F)cc1)C1CC(=O)N(Cc2ccccc2)C1 (stereo not drawn),19,-0.4,2,-27,-3,10,0.7,105,-5
N#Cc1c(NC(=O)CSc2nc(-c3ccccc3)cc(C(F)(F)F)n2)sc2c1CCC2,-26,-1.2,2,3,3,2,-3.4,99,6
O=C(CCC(=O)Nc1ccccc1)NNS(=O)(=O)c1ccc(Cl)cc1,1,-6.6,-1,-12,-3,8,-4.4,97,8
C[N+]1(CC(=O)Nc2ccc(F)cc2)CCN(C(=O)c2ccco2)CC1,-4,-3.8,4,1,0,-2,-2.4,101,-17
CCC(NS(=O)(=O)c1ccc(C)cc1)C(=O)N1CCC2(O)CCCCC2C1 (stereo not drawn),2,-1.6,1,-6,-13,-8,1.9,101,5
O=C(CN1C(=O)CC(c2ccccc2)S(=O)(=O)c2ccccc21)N1CCOCC1 (stereo not drawn),8,-1.5,-4,-5,10,2,-1.2,96,-2
Cn1c(=O)oc2cc(S(=O)(=O)Nc3ccc4c(c3)OCCO4)ccc21,25,-2.1,2,1,1,5,-3.4,100,-9
COc1ccccc1N1CCN(C(=O)c2c(-c3c(Cl)cccc3Cl)noc2C)CC1,27,-4.1,4,-31,2,1,-1.4,103,-1
O=C(Nc1ccccc1C(=O)O)c1ccc(Br)c(S(=O)(=O)NCc2ccccc2)c1,4,3.4,-7,-14,28,-4,-2.2,90,23
COc1ccccc1OCCCn1c(=O)oc2ccccc21,24,-1.4,-12,-9,1,-3,2.2,96,17
COc1ccc(CCNC(=O)c2cc3c(=O)n4ccccc4nc3n(C3CCCCC3)c2=N)cc1OC,16,-2.0,5,16,-14,2,-3.2,109,-8
CCOc1ccc2nc(NC(=O)CCn3cccc3)sc2c1,34,-0.6,-2,-5,0,-2,-3.3,100,-16
Cc1ccc(/C=C2\SC(=S)N(CCCC(=O)NC3CCCC3)C2=O)cc1,29,-0.3,-1,-5,-5,-18,1.6,101,-2
CCS(=O)(=O)N1CCN(S(=O)(=O)c2ccc3ccccc3c2)CC1,-8,0.8,3,-16,-1,-6,1.9,107,8
COc1ccc2[nH]c3c(=O)n(CCCCC(=O)NCCN4CCCC4)c(=S)[nH]c3c2c1,16,1.6,10,6,-51,20,-2.4,125,7
CCC(C)[C@H](N)c1nnc(SCC(=O)Nc2cccc(Cl)c2)o1 (stereo partly drawn),2,-3.9,-4,10,-7,-8,-2.2,96,0
CCCC[C@H]1COCCS(=O)(=O)N1Cc1ccccc1F,14,-0.3,-2,-28,-20,-5,-1.4,107,13
Cc1ccc(S(=O)(=O)NC(=NCc2ccccc2)c2ccc(F)cc2)cc1,14,-2.8,8,-29,2,-4,-0.9,107,20
COc1ccc(C(C)(C)C)cc1NC(=O)c1ccc2ncsc2c1,3,-3.2,1,-33,-13,1,-4.4,99,-7
Cc1ccc(S(=O)(=O)N(CC(=O)N/N=C/c2ccc(F)cc2)c2cccc3cccnc23)cc1,5,-6.0,2,-3,-3,-1,1.1,101,-22
Cn1nnnc1SCc1ccc([N+](=O)[O-])cc1,23,-2.8,0,2,-3,2,-3.9,109,-4
Cc1ccc(NS(=O)(=O)c2ccc(C(=O)NCc3ccccn3)cc2)cc1,5,-2.9,5,-21,3,1,-3.2,105,-2
Cc1ccccc1CSc1nncn1N,17,0.8,0,-2,0,-10,-1.0,102,16
COc1ccc(-c2oc3ccccc3c2C(=O)OCc2ccc(O)cc2)cc1,19,-0.1,-3,-32,-61,5,-1.9,100,22
CCC(C)Sc1nnc(NS(=O)(=O)Cc2ccccc2)s1 (stereo not drawn),6,-1.6,6,-31,13,-5,-5.9,97,-3
CCOC(=O)c1sc(=NC(=O)c2cccc(Br)c2)n(C)c1C,5,-0.9,0,0,4,-5,-2.9,95,2
COc1ccc(CNC(=O)c2ccc3ccccc3n2)cc1,3,-2.3,1,-19,-1,-4,-3.1,98,-3
CC(=O)c1ccc(OCCOc2ccc(C#N)cc2)cc1,11,-2.2,24,-9,-1,-12,-0.9,127,9
Cc1ccc(CNC(=O)NC2CCCCC2)cc1,11,-0.3,-5,-3,-4,-4,-3.6,95,15
Nc1ncnc2c1cnn2-c1ccccc1,8,-3.1,1,0,-4,4,-0.4,105,4
Cc1cc(OCCCCOc2ccc(C#N)cc2)ccc1[N+](=O)[O-],9,-2.4,11,-4,-8,-3,-1.7,82,19
O=C(NCc1ccco1)/C(=C\c1cccs1)NC(=O)c1ccccc1,-4,-2.9,10,-3,-7,2,-1.4,99,4
Cc1onc(-c2ccccc2)c1C(=O)NCc1cccnc1,4,2.2,9,2,-18,2,0.1,104,16
Cc1c(C(=O)O)oc2c1/C(=N\O)CC(C)(C)C2,17,-1.1,2,5,4,0,-1.2,105,-10
CCCc1ccc(OCCNC(C)=O)cc1,·,1.3,2,-2,7,-14,-0.8,100,·
c1ccc(Cn2c(-c3ccccc3)c[n+]3c2SCCC3)cc1,0,-2.4,5,6,-25,-6,-2.0,103,4
CC1=C(C(=O)N2CCOCC2)C(c2ccsc2)C2=C(CCCC2=O)N1 (stereo not drawn),4,-5.0,6,1,11,0,-4.5,103,38
CN(C(=O)c1ccc(S(=O)(=O)NC2CCCC2)cc1)C1CCCCC1,15,-1.6,-3,-33,-3,-2,-1.7,95,13
CCC(C)(C)NC(=O)c1sccc1Oc1ccc(F)cc1[N+](=O)[O-],-4,-1.2,-4,-28,-4,-3,-2.9,88,-5
COc1cc(/C(C)=N/NC(=O)CSc2nncn2C)ccc1OCc1ccccc1Cl,-1,-3.6,-1,-21,4,8,-1.2,96,-2
COc1ccc(N/N=C(\C=N\O)C(=O)c2ccc(OC)cc2)cc1,2,-4.7,-2,-6,5,-5,-0.1,103,-20
N#CC1(c2ccccc2)CCN(S(=O)(=O)c2ccc(OC(F)(F)F)cc2)CC1,22,-3.5,-3,-22,-5,4,-3.8,93,-6

An excerpt from above in order of their number in PfM18AAP inh, low to high:
| molecule | PfM18AAP inh |
| --- | --- |
| O=C(Nc1ccccc1OC(F)F)c1oc2ccccc2c1COc1ccccc1 | -16 |
| CCCc1ccc(OCCNC(C)=O)cc1 | -14 |
| CN(C(=O)c1ccc(S(=O)(=O)NC2CCCC2)cc1)C1CCCCC1 | -2 |

Going on with the list:
molecule,NALP1 inh,VIM-2 inhibitor,MEKK2 mut-MEK5,FID counter,HCV NS3 hel inh,PfM18AAP inh,IMP-1 inh,MEKK2wt PB1 HTS,UBC9 SUMO inh
O=S1(=O)CC=C(CSc2nc3ccccc3[nH]2)C1,-2,2.4,17,2,1,-8,-0.5,113,12
O=C(NCc1ccc2c(c1)OCO2)C1CCN(c2ccc(S(=O)(=O)N3CCCC3)cc2)CC1,27,-7.3,2,-33,-1,8,-3.3,100,19
COc1ccc(NC(=O)CSc2nnc3c4c(nc(-c5ccccc5)n23)CC(C)(C)OC4)cc1,11,0.0,-1,-4,8,-23,0.2,106,-2
C=CCn1c(SCc2csc(-c3ccc(C)cc3)n2)nnc1-c1ccccc1OC,18,-1.6,1,-16,-25,1,-4.4,102,3
Cc1cc(=O)oc2cc(OCC(=O)N3CCC(O)CC3)c(Cl)cc12,18,-0.7,1,-10,-3,-3,-3.2,98,5
NC[C@@H]1O[C@H](C23CC4CC(CC(C4)C2)C3)Cc2c1ccc(O)c2O,-9,·,10,·,·,·,·,130,-9
CN1N=C(c2ccc(F)c(F)c2)CSC1=NCc1ccccc1,-2,-5.2,0,2,1,3,-3.0,113,0
CCC(=O)Nc1c2c(nn1-c1ccc([N+](=O)[O-])cc1)CS(=O)(=O)C2,6,-3.1,3,-8,12,-11,-2.5,102,21
CC(C)CC(NC(=O)OC(C)(C)C)c1cn([C@@H](Cc2ccc(O)cc2)C(=O)N2CCN(C(=O)OC(C)(C)C)CC2)nn1 (stereo partly drawn),-5,-3.5,1,-55,-4,-3,-2.4,96,-11
COc1ccc(-c2cc(C(F)(F)F)n3nc(C(=O)Nc4c(C)n(C)n(-c5ccccc5)c4=O)cc3n2)cc1,3,-2.6,2,-24,9,4,0.1,97,20
CC1CCC2(CC1)NC(=O)N(CC(=O)Nc1ccccc1-c1ccccc1)C2=O (stereo not drawn),-10,-1.4,-1,-37,-3,3,-1.8,100,6
CC(C)c1ccc(C(=O)NCCCc2ccccc2)cc1,12,-1.2,-21,-24,-2,3,-1.2,2.0*[inhibitor],-12
CCCCNC(=S)N(CCO)Cc1cc2cc3c(cc2[nH]c1=O)OCCO3,-5,0.4,17,-19,-1,9,-0.9,113,2
O=C(NC(=S)NCCN1CCOCC1)c1ccc(Cl)cc1Cl,24,-3.7,-4,-1,-4,-4,-2.2,98,-20
O=C(CN1C(=O)NC2(CCCCC2)C1=O)Nc1ccc(N2CCOCC2)cc1,36,-0.6,0,-9,7,2,-4.1,98,-2
COCCNc1oc(/C=C/c2ccccc2OC)nc1S(=O)(=O)c1ccccc1,13,-2.3,-7,-23,-18,7,-2.7,95,·
CCN1C(=O)/C(=C\C=C\c2ccccc2[N+](=O)[O-])SC1=S,-7,-4.8,-4,5,2,7,-4.8,69,-5
COc1ccc2nc(N)sc2c1,-9,-0.1,9,-6,-1,3,-3.0,110,-13
O=C(NC1CCCC1)C(=O)c1c[nH]c2ccccc12,9,-1.6,8,-14,9,11,-1.9,106,-6
COc1ccc(-c2cc(-c3cc(F)ccc3O)[nH]n2)cc1OC,5,-3.5,8,-4,-17,10,5.2*,130,-2
Cc1cc(F)ccc1S(=O)(=O)NCC(c1cccnc1)N1CCc2ccccc21 (stereo not drawn),17,-0.1,-16,-36,-38,5,-2.3,97,-3
CCCCN(C)CCNC(=S)Nc1ccc2nc(N3CCN(CC)CC3)cc(C)c2c1,-10,2.9,17,46*,-7,7,-3.6,134*,3
